Compound activity: PubChem BioAssay, several laboratories
VIM-2 inh: inhibitors of Pseudomonas aeruginosa VIM-2 metallo-beta-lactamase; purified VIM-2, nitrocefin hydrolysis, epi-absorbance fluorescence; inhibition, % at 5.6 µM; actives 0.89% (n = 290,000); AID 1527;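 active = inhibition above the mean of all tested compounds plus 3 SD, cutoff set per screening run, cut at about 7.5% in these data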;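 note: red hydrolysis product quenches plate fluorescence so inhibitors raise well fluorescence; 0% = enzyme with DMSO and 100% = DMSO without enzyme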
IDE inh: cellular human IDE inhibition. HEK cells, FAbetaB cleavage, fluorescence polarization. actives 0.41% (n = 320,000). inhibition, % at 5.59 µM;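 active = percent inhibition above the average of all tested compounds plus 3 SD, set per screening campaign, cut at about 16% in these data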;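 note: IDE supplied by intact live HEK cells; FP after avidin binding of uncleaved biotin substrate so inhibition keeps polarization high; 0% = DMSO wells and 100% = 60 µM reference IDE inhibitor Ii1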
UBC9 SUMO inh: blocks human SUMOylation mediated by UBC9; AID 2006; inhibition, % at 35 µM; HTRF SUMOylation assay, SAE1/SAE2 + UBC9, in vitro; actives 0.36% (n = 290,000); in the data active = inhibition above about 50%, passing the limit was not always enough; note: strong numbers were not always called active
Target sequence (P63279 whole entry, looked up): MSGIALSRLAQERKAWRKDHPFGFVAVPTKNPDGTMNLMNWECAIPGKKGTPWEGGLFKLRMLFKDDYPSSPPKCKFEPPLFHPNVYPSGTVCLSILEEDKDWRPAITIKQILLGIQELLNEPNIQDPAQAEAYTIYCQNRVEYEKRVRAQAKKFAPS
PfM18AAP inh: blocks P. falciparum M18 aspartyl aminopeptidase. recombinant PfM18AAP, H-Glu-NHMec fluorogenic cleavage. actives 1.2% (n = 290,000). inhibition, % at 7.35 µM. AID 1822;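 active = inhibition above the campaign mean inhibition over all tested compounds plus 3 SD, cut at about 28% in these data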;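 note: 0% = plate median of test compound wells and 100% = 2 mM ZnCl2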
IMP-1 inh: inhibitors of Pseudomonas aeruginosa IMP-1 metallo-beta-lactamase; inhibition, % at 5.6 µM; actives 0.45% (n = 290,000); purified IMP-1, nitrocefin hydrolysis, epi-absorbance fluorescence;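 active = inhibition above the mean plus 3 SD of all compounds in the same screening run, cut at about 4.5% in these data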;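 note: 0% = IMP-1 with DMSO and 100% = DMSO wells lacking enzyme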
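System: Purified IMP-1 | Read-out basis: Percent enzyme inhibition | Controls: IMP-1 with DMSO as 0%, enzyme-free DMSO as 100% | Replicates: One well per compound | Doses: 5.6 µM nominal single concentration | Detection: Epi-absorbance fluorescence, 480 nm excitation, 530 nm emission | Incubation: 25 °C, 15 min preincubation, 25 min reaction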
p-CIP stab down: compounds decreasing mouse p/CIP protein stability | Q05BA5 | F442A p/CIP-EGFP cells, EGFP fluorescence, 16 h | decrease of EGFP signal, % at 10 µM | actives 0.01% (n = 290,000) | AID 1984;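 active = EGFP signal decrease of at least 30% at 10 µM or well 3 SD below plate mean, unless failing retest; inactive = the rest, including hits failing retest or dose response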; note: some compounds called inactive have numbers as strong as hits; many of its hits are not listed in these tables
IDE act: IDE (human) activation, cell-based. HEK cells, FAbeta-B cleavage, fluorescence polarization; 0% vehicle, 100% cell-free pure enzyme wells. P14735. AID 493087. actives 0.073% (n = 340,000). activation, % at 5.96 µM;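 active = activation above the mean of all tested compounds plus 3 SD, set per screening campaign, cut at about 17% in these data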
DNA FID counter: displaces DNA intercalator in HCV helicase counter-screen | DNA fluorescent intercalator displacement, fluorescence | inhibition, % at 7.9 µM | actives 0.17% (n = 290,000) | AID 1845; in the data active = inhibition above about 37%;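 note: 0% = vehicle and 100% = reference compound; higher means more ethidium bromide displaced from hairpin DNA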
NS3 helicase inh: blocks Hepatitis C virus NS3 helicase unwinding; NS3 helicase DNA unwinding, Cy5 molecular beacon fluorescence; actives 0.56% (n = 290,000); inhibition, % at 10.9 µM;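 active = inhibition above the mean of all tested compounds plus 3 SD, set per campaign, cut at about 35% in these data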;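 note: 0% = DMSO wells and 100% = thioflavine S control wells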
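Material: hepatitis C virus NS3 helicase domain fragment enzyme; measured by: Cy5 fluorescence, 0 and 60 min reads; control set: DMSO and thioflavine S; incubation: 60 min unwinding reaction at 25 °C after ATP addition; read-out basis: % inhibition from 60/0 min fluorescence ratio, DMSO 0%, thioflavine S 100%; repeats: singlicate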
* = called active by the depositor; x = no result given.

SMILES | VIM-2 inh | IDE inh | UBC9 SUMO inh | PfM18AAP inh | IMP-1 inh | p-CIP stab down | IDE act | DNA FID counter | NS3 helicase inh
O=C(COc1cc(F)ccc1[N+](=O)[O-])NCCCc1ccccc1 | -2.2 | 3.6 | 10.7 | -0.2 | -2.0 | 3.8 | 3.2 | -16.0 | 13.7
CN(C)c1ccc(/C=C(\NC(=O)c2ccccc2)C(=O)NCc2ccncc2)cc1 | -1.4 | -0.8 | 4.7 | 4.6 | -1.1 | -4.3 | -0.6 | -7.8 | 2.2
CCOc1cc(C)c(S(=O)(=O)N2CCCC2)cc1C | -5.5 | -0.2 | 23.0 | 2.6 | -6.1 | -1.0 | 0.3 | -12.5 | 1.6
O=C1OCc2cccc3cccc1c23 | 0.9 | -7.4 | 11.3 | -2.6 | 2.9 | -9.4 | 3.5 | -3.5 | 4.0
CCN1CCC(NCCc2ccc(F)cc2)CC1 | -1.2 | 4.3 | -0.4 | 1.3 | -2.3 | -9.7 | 3.1 | 8.5 | 4.4
CCOc1ccc(NC(=O)CN2CCN(Cc3c(F)cccc3F)CC2)cc1 | -0.6 | 7.8 | -3.1 | 1.0 | -2.6 | -0.7 | 2.8 | -22.4 | -12.6
CN(CC(=O)Nc1ccccc1Cl)C(=O)COC(=O)c1ccc(Cl)cc1[N+](=O)[O-] | -4.0 | 6.4 | 13.1 | 5.9 | -2.3 | -11.2 | 3.5 | -13.2 | -2.8
Cc1ccc(Cl)cc1N1CCN(c2cccc[n+]2C)CC1 | 3.1 | 2.5 | 6.1 | -14.3 | 1.5 | -5.5 | -3.9 | 11.3 | -0.6
CCOP(=O)(OCC)C(Nc1cccc(C(F)(F)F)c1)c1ccc(Br)cc1 (configuration not stated) | -0.8 | x | -17.4 | 3.0 | -1.9 | 1.4 | x | -22.3 | -13.9
O=S(=O)(NC(=NC1CCCC1)C(F)(F)F)c1ccccc1 | -5.4 | 0.9 | -10.2 | -4.3 | -6.0 | 5.4 | 0.6 | 6.1 | 0.5
COc1ccccc1NC(=O)CSc1nnc(Cn2cnc3ccccc32)n1C | -0.7 | -2.8 | 23.6 | 1.4 | -4.6 | -1.9 | 5.7 | -9.5 | -4.6
Cc1ccc(CSc2ncnc3c2cnn3-c2ccccc2)cc1 | -2.3 | -0.1 | 4.0 | -0.9 | -2.7 | -0.5 | 5.3 | 2.5 | -3.7
Cc1ccc(C)c(NC(=O)CSc2ccc(-c3cccs3)nn2)c1 | -1.4 | 1.6 | 11.9 | -1.0 | 1.2 | -1.9 | 4.9 | -6.8 | -1.1
Cc1ccc(NC(=O)Cn2nnc(C(=O)NCc3cccs3)c2N)cc1Cl | -5.0 | 0.8 | 17.4 | 4.6 | -1.4 | 2.1 | 5.0 | -12.1 | 8.4
O=C(CN1CCC(n2nnc3cc(F)ccc32)CC1)N1CCc2ccccc2C1 | -2.5 | 0.9 | -22.8 | -5.1 | -2.5 | -0.6 | 0.2 | -10.9 | -4.7
Cn1c(COc2cccc3ccccc23)nnc1SCC(=O)OC1CCCCC1 | -1.2 | -4.9 | -10.3 | -3.7 | -2.1 | 2.4 | 3.4 | -36.3 | -6.9
COc1ccc(OC)c(C2C(C(N)=O)=C(C)Nc3nc(CCCO)nn32)c1 (configuration not stated) | -1.5 | -2.3 | -7.4 | -6.3 | -0.2 | -6.9 | 6.2 | -0.6 | -9.7
O=C(NNC(=S)Nc1ccccc1)c1cccnc1 | -6.2 | -0.1 | -8.8 | 11.2 | -4.2 | 1.7 | -3.2 | -6.1 | 1.9
Cc1sc2nc(CSCC(=O)Nc3c(Cl)cccc3Cl)[nH]c(=O)c2c1C | 1.8 | 14.3 | 12.7 | -7.4 | -0.4 | 0.0 | -9.4 | -11.9 | 7.0
O=C(Nc1ccc(S(=O)(=O)NC2=NCCCCC2)cc1)c1ccc(C(F)(F)F)cc1 | -2.2 | 0.4 | 9.6 | 1.5 | -1.6 | -19.0 | 1.1 | -27.1 | 7.6
O=C(O)c1ccc2c3c(cccc13)C(=O)N(OS(=O)(=O)c1ccccc1)C2=O | 0.2 | 3.3 | 33.2 | -9.1 | -1.8 | -22.9 | 1.9 | -6.9 | 2.2
Cc1c(Cl)cccc1NC(=O)CSc1nnc(CCNC(=O)OC(C)(C)C)o1 | -1.3 | 0.8 | 8.5 | -2.2 | -3.0 | 0.1 | 5.6 | -13.6 | 2.6
Cc1ccc(-n2nc3c(N4CCC(C(=O)NCc5ccccc5C)CC4)nnc(C)c3c2C)cc1 | -3.1 | 7.5 | x | 2.9 | -3.2 | -11.4 | 6.8 | 25.0 | -84.9
COc1ccc(-c2nnc(N(C)C(=O)C3CCOC3)s2)cc1 (configuration not stated) | -2.8 | 6.0 | x | 2.0 | -4.3 | x | 1.4 | -12.8 | 2.5

Some entries already given, limited to PfM18AAP inh and IDE inh.
SMILES	PfM18AAP inh	IDE inh
Cc1ccc(-n2nc3c(N4CCC(C(=O)NCc5ccccc5C)CC4)nnc(C)c3c2C)cc1	2.9	7.5
Cc1ccc(C)c(NC(=O)CSc2ccc(-c3cccs3)nn2)c1	-1.0	1.6

Other records:
SMILES | VIM-2 inh | IDE inh | UBC9 SUMO inh | PfM18AAP inh | IMP-1 inh | p-CIP stab down | IDE act | DNA FID counter | NS3 helicase inh
CCCC(C)NC(=O)C1c2ccccc2Oc2ccccc21 (configuration not stated) | 0.8 | 0.7 | 0.6 | -8.6 | 0.8 | -3.0 | -1.6 | -8.4 | -4.0
COc1ccc(-c2nnn(CC(=O)c3ccc4c(c3)OCCO4)n2)cc1OC | -0.9 | 3.4 | 6.7 | 0.5 | -1.0 | -8.2 | 5.1 | -14.1 | -8.9
COc1ccc(-c2cc(=O)oc3cc(OCC(=O)c4cccc([N+](=O)[O-])c4)ccc23)cc1 | -2.2 | x | 5.2 | -0.9 | -2.7 | -2.9 | x | 3.2 | -0.5
O=C(N/N=C/c1cn(-c2ccccc2)nc1-c1cc2ccccc2o1)c1ccccc1Br | -3.7 | 4.4 | 3.8 | -2.4 | -3.3 | -12.7 | -1.5 | 0.2 | -6.3
Cc1ccc(-c2nnc(SCc3nc4ccccc4[nH]3)n2Cc2ccco2)cc1 | -2.5 | -0.1 | 19.0 | -9.1 | 0.6 | -0.2 | -9.4 | -16.6 | 4.8
O=C(NCCSCc1ccco1)c1ccc(CN2CCOCC2)cc1 | -3.7 | 1.7 | -5.3 | 8.6 | -4.0 | 9.4 | -0.1 | -3.9 | -0.1
[O-][n+]1c2ccccc2[n+]([O-])c2cc(O)ccc21 | -5.1 | 2.8 | -0.7 | 16.1 | -7.0 | -1.5 | 2.4 | -7.7 | 24.7
Cc1cc(C2C(C#N)=C(N)OC3=C2C(=O)CCC3)c(C)s1 (configuration not stated) | -2.4 | 2.5 | 0.6 | 6.4 | -0.6 | -9.3 | 4.2 | -2.3 | 1.6
O=C(NC(Cc1ccccc1)C(=O)OCC(=O)N1CCc2ccccc21)c1ccco1 (configuration not stated) | -3.7 | 4.8 | 1.0 | 8.5 | -0.5 | 3.3 | -0.6 | -31.5 | 5.2
O=C(NCc1ccc(F)cc1)c1ccc(CS(=O)(=O)Cc2ccccc2F)o1 | -3.0 | -5.3 | -6.4 | -0.4 | 3.6 | -11.6 | -1.6 | -8.3 | 2.0
NS(=O)(=O)c1ccc(CCNCc2ccccc2OCc2ccc(F)cc2)cc1 | 0.3 | 1.0 | 14.8 | 0.2 | -1.1 | 3.7 | 2.1 | 13.8 | -38.1
O=C(CSc1n[nH]c(=O)[nH]c1=O)N/N=C/c1ccccc1O | 1.1 | -0.8 | 6.3 | 4.8 | -2.9 | -1.6 | 1.6 | -5.2 | 4.6
CC(=NC1CC1)c1c(-c2ccccc2)[nH]n(-c2nc3ccccc3s2)c1=O | -6.6 | -4.5 | 11.0 | 3.9 | -5.1 | 8.4 | -6.9 | -9.8 | 1.3
CCOc1ccc(CN2CCN(c3ncnc4scc(-c5ccccc5)c34)CC2)cc1 | -1.0 | x | -11.4 | -4.2 | -1.3 | -5.1 | 0.4 | -10.0 | -33.2
Cn1c(Cc2ccc3c(c2)OCO3)nnc1SCC(=O)N1CCc2ccccc2C1 | 0.3 | -2.6 | 6.3 | 18.1 | -1.7 | 6.6 | 7.9 | -18.8 | 2.7
N#Cc1c(NC(=O)Cn2c(=O)oc3ccccc32)oc(-c2ccccc2)c1-c1ccccc1 | 4.2 | 4.7 | -13.3 | -14.9 | 0.4 | -7.7 | 4.3 | -9.9 | 13.7
O=C(O)CCNc1ccc(Cl)cc1 | -2.2 | 1.4 | 0.8 | 4.6 | -3.7 | -11.4 | 3.7 | -5.0 | -12.2
CCCn1c(SCC(=O)c2cc(OC)ccc2OC)nc2c1c(=O)n(C)c(=O)n2C | -2.6 | x | -6.4 | -9.8 | -1.0 | 4.3 | -0.8 | -1.6 | 6.9
CCO/N=C(/c1nonc1N)N1CCN(c2ccc([N+](=O)[O-])cc2)CC1 | -2.7 | 1.0 | 11.3 | 5.1 | -4.7 | -13.8 | 4.6 | 6.3 | 4.9
CCN(CC)c1ccc2cc(-c3nnc(-c4ccc(Br)cc4)o3)c(=O)oc2c1 | -2.5 | x | x | 7.8 | -1.8 | x | x | -3.2 | -2.4
Clc1ccc(CO/N=C/c2c(-c3ccccc3)nc3n2CCS3)c(Cl)c1 | -8.5 | 3.4 | -3.5 | 3.2 | -3.2 | -4.7 | -2.4 | -8.9 | -9.3
COC(=O)Cc1ccc(NC(=S)NCc2ccccc2Cl)cc1 | -4.7 | 11.6 | -1.2 | -3.7 | -4.5 | -0.6 | 2.3 | -13.8 | 0.1
Cc1cccc(NC(=O)CCC2CCN(Cc3nccs3)CC2)c1 | 0.1 | -2.8 | -0.9 | -10.7 | 0.2 | -24.1 | -0.5 | 0.1 | 9.3
Cn1c(=O)c2c(ncn2Cc2ccc(Cl)c(Cl)c2)n(C)c1=O | -3.4 | 1.6 | -8.7 | 0.7 | -3.6 | 2.4 | -0.2 | -5.3 | 7.2
CCc1ccc(OCC(=O)NNC(=O)Cc2cccs2)cc1 | -1.2 | 11.6 | 13.8 | 7.9 | -3.7 | 6.8 | -1.7 | -2.5 | 5.5
OCC[C@@H]1C[C@H](O)[C@@H](O)[C@@]2(OCc3ccccc32)O1 | 1.2 | 3.6 | 13.0 | 2.0 | -1.4 | -4.6 | 6.5 | -1.7 | -3.4
O=C(O)c1cccc(NC(=O)c2cn(-c3ccccc3)nc2-c2cc3ccccc3o2)c1 | -2.6 | -1.3 | 11.4 | -4.0 | -4.0 | -1.4 | -2.5 | -20.7 | 3.4
CCC(=O)c1ccc(OCC(=O)N(C)CC(=O)Nc2cccc(F)c2)cc1 | -2.7 | 9.1 | 0.6 | -2.1 | -1.6 | 1.2 | 0.7 | -9.1 | -7.3
CCN1CCN(C(=O)CN(c2cc(OC)ccc2OC)S(C)(=O)=O)CC1 | -3.4 | 1.1 | 7.1 | 5.9 | -2.5 | 6.1 | 4.2 | -1.6 | 3.8
COc1ccc(/C=N/n2c(C)nnc2C)c(OC)c1OC | 0.7 | 4.6 | 14.5 | -12.5 | -2.6 | -11.1 | 0.2 | -0.8 | 3.0
